Screening results (PubChem)
Dynein transport: inhibitors of GR-EGFP nuclear translocation, primary screen, dynein cargo transport inhibitor project, imaging, high-content, 3617.4 mouse cells; test concentration mostly 20 µM; stimulated with dexamethasone, 1 µM; active compounds read low; z-score, hits read low; hit rate 0.47% among 220,000;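 active means plate z-score of nuclear minus cytoplasmic receptor signal below a set negative limit, without overly bright fluorescence or cell loss, cut at about -3.5 in these data, passing the limit was not always enough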;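 further: z-score of nuclear minus cytoplasmic ring GR-EGFP intensity difference per well; some compounds called inactive have numbers as strong as hits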
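Buffer or medium – tet-free medium with charcoal-stripped serum · Signal – automated 10x imaging of fixed Hoechst-stained cells · Also added – dexamethasone agonist, 1.0 µM final, for 30 min · Incubation – induction 48 h, compound 1 h, agonist 30 min · Read-out – GR-EGFP nuclear translocation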
Dynein transport cytoplasmic EGFP: second read-out of Dynein transport, no call of its own (marks repeat the call); z-score; measured here: cytoplasmic GR-EGFP intensity; active compounds read high
Dynein transport nuclear GR-EGFP: second read-out of Dynein transport, no call of its own (marks repeat the call); z-score; measured here: nuclear GR-EGFP intensity;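 lower value marks the stronger effect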
Dynein transport cell count: recorded beside Dynein transport, whose call it bears; z-score; measured here: cell count per field
Starred values were filed as active, the others as inactive.

# | Structure | Dynein transport | Dynein transport cytoplasmic EGFP | Dynein transport nuclear GR-EGFP | Dynein transport cell count
1 | CCC(=O)N1CCN(c2ccc(Cl)cc2NC(=O)c2ccc(Br)o2)CC1 | 0.31 | -0.22 | 0.059 | 0.24
2 | CN=C1SC(CC(=O)Nc2ccc(C(C)=O)cc2)C(=O)N1C (configuration not stated) | -0.94 | -0.24 | -0.47 | 0.63
3 | Brc1ccc(OCCOCCOc2cccc3cccnc23)cc1 | 2.2 | -0.034 | 1.5 | -1.8
4 | CCOC(=O)CSc1nnc(-c2ccc(S(=O)(=O)NCc3cccs3)cc2)o1 | -0.8 | -0.19 | -0.41 | 0.51
5 | Cc1nn(-c2ccccc2)c(Cl)c1/C=C1\N=C(c2ccccc2)OC1=O | 0.47 | -0.16 | 0.71 | -1.1
6 | COc1cc(C(=O)N2CCC(N3CCCCCC3)CC2)cc(OC)c1OC | -0.45 | -0.21 | 0.6 | -0.25
7 | CCOC(=O)CNC(=O)C(Cc1ccccc1)NS(=O)(=O)c1ccc2c(c1)CCC(=O)N2 (configuration not stated) | -0.54 | -0.25 | -0.86 | -0.11
8 | NC(=O)C1(N2CCCCC2)CCN(C(=O)CSc2nc3ccccc3o2)CC1 | 0.15 | -0.19 | 0.29 | -1.1
9 | CCOC(=O)Cc1csc(NC(=O)CSc2nnc(-c3ccncc3)n2Cc2ccco2)n1 | 1.7 | -0.22 | 1.2 | -1.1
10 | CC1=NC(=O)C(N=Nc2cccc3ccccc23)N1c1ccccc1 (configuration not stated) | 0.23 | -0.21 | 0.1 | 0.19
11 | CCc1cc(=O)oc2cc(OS(C)(=O)=O)ccc12 | -0.42 | -0.22 | -0.36 | 0.94
12 | COc1ccccc1NC(=S)NNC(=O)c1ccccc1 | -1.1 | -0.27 | -0.7 | 0.38
13 | N#CC1=C(N)OC2=C(C(=O)CCC2)C1Cc1ccccc1 (configuration not stated) | 0.82 | -0.21 | 1.2 | -0.54
14 | COc1ccc(OC)c(C2C(C(=O)c3ccc(C)o3)=C(O)C(=O)N2CCCN2CCOCC2)c1 (configuration not stated) | -0.21 | -0.23 | 0.13 | 0.27
15 | COCCN1C(=O)c2oc3cc(C)c(C)cc3c(=O)c2C1c1ccc(O)cc1 (configuration not stated) | 1.9 | -0.28 | 0.15 | -0.23

By substructure, the compounds so far containing four or more nitrogen atoms
# | Structure | Dynein transport | Dynein transport cytoplasmic EGFP | Dynein transport nuclear GR-EGFP | Dynein transport cell count
8 | NC(=O)C1(N2CCCCC2)CCN(C(=O)CSc2nc3ccccc3o2)CC1 | 0.15 | -0.19 | 0.29 | -1.1
9 | CCOC(=O)Cc1csc(NC(=O)CSc2nnc(-c3ccncc3)n2Cc2ccco2)n1 | 1.7 | -0.22 | 1.2 | -1.1
10 | CC1=NC(=O)C(N=Nc2cccc3ccccc23)N1c1ccccc1 (configuration not stated) | 0.23 | -0.21 | 0.1 | 0.19

Additional compounds:
# | Structure | Dynein transport | Dynein transport cytoplasmic EGFP | Dynein transport nuclear GR-EGFP | Dynein transport cell count
16 | Cc1ccc(-n2nc3c(N4CCN(c5ccccc5)CC4)nnc(C)c3c2C)cc1 | 0.21 | 0.015 | 0.6 | -0.8
17 | COc1ccc(C(c2nnnn2CS(=O)(=O)c2ccc(C)cc2)N2CCN(Cc3ccccc3)CC2)cc1 (configuration not stated) | 0.2 | 0.76 | 0.56 | -0.46
18 | COc1cccc(N/C=C/C(=O)c2ccc(Br)cc2)c1 | -0.35 | -0.065 | -0.32 | 0.15
19 | CCC1(C)Cc2c(sc3c2c(=O)n(C)c2nnc(SCC(=O)c4ccccc4)n32)CO1 (configuration not stated) | -0.01 | -0.23 | -0.0069 | -0.22
20 | Cc1ccc(NS(=O)(=O)c2ccc(NC(=O)c3ccc(-c4ccccc4)cc3)cc2)c(C)c1 | -0.74 | -0.19 | 0.018 | 0.014
21 | Cc1ccc(C(=O)NCC(=O)NCC(=O)OCc2ccc(Oc3ccc([N+](=O)[O-])cc3)cc2)cc1 | -0.6 | 0.16 | -0.15 | -1.5
22 | CN(C#N)c1nc(N2CCOCC2)nc(N2CCOCC2)n1 | -0.58 | -0.2 | -0.34 | 0.83
23 | COc1ccc(NC(=O)Nc2cccc(OC)c2)cc1 | 2.5 | -0.49 | 0.97 | -0.37
24 | CC1CCc2c(sc3ncnc(N4CCN(S(=O)(=O)c5cccc6nonc56)CC4)c23)C1 (configuration not stated) | 0.31 | -0.097 | 0.8 | -2
25 | O=C1CC(N2CCC(c3nc4ccccc4o3)CC2)C(=O)N1c1ccc(Cl)cc1 (configuration not stated) | -0.16 | 0.6 | 0.29 | -0.65
26 | O=C(c1ccco1)N1CCN(C(c2coc3ccc(Cl)cc3c2=O)c2nnnn2C2CCCC2)CC1 (configuration not stated) | -2.2 | 0.074 | -1.3 | 0.091
27 | COc1cc(C2c3c(oc4c(C)cc(C)cc4c3=O)C(=O)N2Cc2cccnc2)cc(OC)c1OC (configuration not stated) | -0.2 | -0.23 | -0.086 | 0.3
28 | O=C(Nc1ccc(OCC(F)(F)C(F)F)c(C(F)(F)F)c1)c1ccccc1 | -0.52 | -0.19 | -0.56 | -0.22
29 | Cc1ccnc(SCCn2c(N(C)Cc3ccccc3)nc3c2c(=O)n(C)c(=O)n3C)n1 | 2.3 | 0.31 | 1.8 | -1.8
30 | C=CCOc1nc2c(c(=O)n(Cc3ccc(Cl)c(Cl)c3)c(=O)n2C)n1C | 1.2 | -0.18 | 0.55 | -1.6

Continuation.
# | Structure | Dynein transport | Dynein transport cytoplasmic EGFP | Dynein transport nuclear GR-EGFP | Dynein transport cell count
31 | CCOC(=O)C1=C(C)N=C2SCCC(=O)N2C1c1cc(Br)ccc1OC (configuration not stated) | 0.27 | -0.077 | 0.096 | 0.17
32 | COc1ccc2c3c(cccc13)NN=C2C | 1.8 | 0.86 | 1.5 | -1.1
33 | Cc1ccnc(SCCn2c(N3CCOCC3)nc3c2c(=O)n(C)c(=O)n3C)n1 | 0.2 | -0.25 | -0.17 | 0.82
34 | CC(C)C1Cc2c(sc3c2c(=O)n(-c2ccccc2)c2nncn32)CO1 (configuration not stated) | -0.63 | -0.15 | -0.46 | 0.87
35 | Cc1sc(NC(=S)NC(=O)c2ccccc2)c(C#N)c1C | 1.3 | -0.18 | 1 | -0.87
36 | COc1ccc(-c2onc3ccc(Cl)cc23)cc1OC | 1.2 | 0.021 | 0.5 | -1.6
37 | CCCCCn1c(CN2CCN(C(=O)OCC)CC2)nc2c1c(=O)n(C)c(=O)n2C | 0.14 | -0.23 | 0.14 | -0.29
38 | COc1ccccc1NC(=O)COc1ccc(C(F)(F)F)cc1[N+](=O)[O-] | -0.18 | 0.0056 | -0.21 | 0.74
39 | N#Cc1c(N)nc(SC2CCCCC2=O)c(C#N)c1-c1ccco1 (configuration not stated) | -0.22 | -0.18 | -0.066 | 0.12
40 | CCOc1ccc2cc(C#N)c(SCC(=O)N3CCCC3)nc2c1 | -1 | -0.076 | -0.27 | 0.53
41 | Cc1cccn2c(=O)c3cc(C#N)c(=N)n(Cc4cccnc4)c3nc12 | 1.9 | -0.21 | 1.1 | 0.13
42 | Cc1cccc(NC(=S)NC(=O)C(c2ccccc2)c2ccccc2)n1 | -0.24 | -0.2 | 0.28 | 1
43 | CS(=O)(=O)N(Cc1nc2sc3c(c2c(=O)[nH]1)CCCC3)C1CCCCC1 | -1.2 | -0.24 | -1.2 | 1.2
44 | CCOC(=O)N1CCN(C(=O)c2ccc3nc4cc(Cl)ccc4c(=O)n3c2)CC1 | 0.83 | -0.23 | 0.32 | 0.71
45 | CC(NC(=O)COc1ccccc1)C1COc2ccccc2O1 (configuration not stated) | -0.15 | -0.21 | -0.094 | 0.71

(listing goes on)
# | Structure | Dynein transport | Dynein transport cytoplasmic EGFP | Dynein transport nuclear GR-EGFP | Dynein transport cell count
46 | C=CCOc1ccc(C2C(C(=O)c3cccs3)=C(O)C(=O)N2c2nnc(C)s2)cc1 (configuration not stated) | -0.49 | -0.26 | -0.016 | 0.41
47 | COc1ccccc1-c1coc2c(CN3CCN(CCO)CC3)c(O)ccc2c1=O | -0.99 | 0.12 | -0.94 | 0.084
48 | CCN(CC)S(=O)(=O)c1ccc(S(=O)(=O)N(CC(=O)Nc2ccccc2)CC2CCCO2)cc1 (configuration not stated) | -0.37 | -0.21 | -0.32 | -0.08
49 | Nc1nc(CSc2nnnn2-c2ccc(F)c(Cl)c2)nc(N2CCOCC2)n1 | -0.8 | -0.28 | -0.6 | 1.4
50 | Cc1cc(/C=C2/SC(=S)N(c3cccc(Cl)c3)C2=O)c(C)n1-c1cccnc1 | -0.79 | 0.63 | -0.5 | -0.45
51 | Cc1nc2ccccn2c1/C(O)=C1\C(=O)C(=O)N(CCCN(C)C)C1c1ccc(F)cc1 (configuration not stated) | -0.058 | -0.2 | 0.087 | -0.15
52 | CCOC(=O)C1=NNC(C(=O)c2ccccc2)C1c1ccc(OC)cc1 (configuration not stated) | 0.13 | -0.13 | 0.93 | -2.2
53 | CC(C)(C)NC(=O)C(c1ccco1)N(C(=O)Cn1nnc(-c2ccc(F)cc2)n1)c1ccccc1 (configuration not stated) | -0.15 | -0.21 | -0.12 | 0.038
54 | O=C(c1ccccc1)c1ccc(OCC(O)CN2CCOCC2)cc1 (configuration not stated) | 1.7 | -0.14 | 0.88 | -1.7
55 | CCOc1ccc(-n2cc(C(=O)Nc3cccc(C)n3)c3cc(OC)c(OC)cc3c2=O)cc1 | -0.93 | -0.22 | -0.4 | 1.6
56 | O=C(CSc1ncnc2c1nnn2-c1ccc(F)cc1)N1CCN(c2ccccc2)CC1 | -1.3 | 0.1 | -0.37 | -0.13
57 | COc1cccc(CN(CC(=O)NCC2CCCO2)C(=O)CNS(=O)(=O)c2ccccc2)c1 (configuration not stated) | -1.4 | -0.033 | -0.9 | 1.2
58 | O=C(CN(C(=O)c1ccc(Cl)cc1Cl)N1C(=O)C2C3C=CC(C3)C2C1=O)c1ccc(F)cc1 (configuration not stated) | 1.6 | -0.19 | 1 | 0.0016
59 | CCOC(=O)c1cc(-c2ccccc2)sc1NC(=O)CN1C(=O)c2ccccc2C1=O | -0.41 | -0.025 | -0.051 | -0.12
60 | CCCn1c(=NC(C)=O)c(C#N)cc2c(=O)n3cccc(C)c3nc21 | 0.092 | -0.16 | 0.35 | -0.18

Further structures.
# | Structure | Dynein transport | Dynein transport cytoplasmic EGFP | Dynein transport nuclear GR-EGFP | Dynein transport cell count
61 | Cc1cc(C)c2c(n1)sc1c(N3CCOCC3)ncnc12 | -0.82 | -0.16 | -0.15 | 0.2
62 | COc1ccc(C(=O)Nc2cccc([N+](=O)[O-])c2)cc1Br | 0.037 | -0.21 | 0.4 | -0.023
63 | CC1(C)CC(=O)C(C=Nc2ccncc2)=C(O)C1 | -0.31 | -0.24 | 0.1 | -0.071
64 | Cn1nc(-c2ccccc2F)c2cc(C(=O)N3CCN(C(=O)c4ccco4)CC3)sc21 | -1.6 | -0.28 | -0.62 | 0.55
65 | CCCC(=O)N1CCc2cc(OC)c(OC)cc2C1c1cc2cc3c(cc2[nH]c1=O)OCO3 (configuration not stated) | -0.86 | -0.22 | -0.44 | -0.099
66 | COCCn1c(SCc2nnc(-c3ccc(OC)c(OC)c3)o2)nc2sc3c(c2c1=O)CCC3 | -0.015 | -0.21 | -0.037 | 0.27
67 | COc1ccc(/C=C2\CCc3ccccc3C2=O)cc1Cn1nc(C)c(Br)c1C | 0.2 | -0.22 | 0.13 | 0.41
68 | CCCCCCCc1nc2c(=O)[nH]c3ccccc3c2o1 | -0.15 | -0.18 | -0.15 | 0.95
69 | O=C1c2ccccc2-c2nc3ncnn3c(-c3ccccc3)c21 | -0.76 | 2.7 | 0.51 | 0.84
70 | Cc1cccn2c(=O)c3cc(C#N)c(=N)n(CCCN4CCOCC4)c3nc12 | -0.83 | -0.28 | -0.66 | 1.4
71 | CCOC(=O)Nc1ccc([N+](=O)[O-])cc1OC | -0.67 | -0.18 | -0.46 | 0.014
72 | COc1ccc(-c2nc(CSCC(=O)N3CCN(C4CCCCC4)CC3)c(C)o2)cc1OC | 0.75 | -0.088 | 0.69 | -0.81
73 | O=C1CCCC2=C1C(c1cccc(Br)c1)n1nc(-c3ccco3)nc1N2 (configuration not stated) | -0.5 | -0.28 | -0.21 | 0.34

Entries of single compounds from above. Order of screens: Dynein transport | Dynein transport cytoplasmic EGFP | Dynein transport nuclear GR-EGFP | Dynein transport cell count
`Cc1nc2ccccn2c1/C(O)=C1\C(=O)C(=O)N(CCCN(C)C)C1c1ccc(F)cc1` (configuration not stated) is listed as -0.058 | -0.2 | 0.087 | -0.15
`CCCCCCCc1nc2c(=O)[nH]c3ccccc3c2o1` is listed as -0.15 | -0.18 | -0.15 | 0.95
`CCOC(=O)c1cc(-c2ccccc2)sc1NC(=O)CN1C(=O)c2ccccc2C1=O` is listed as -0.41 | -0.025 | -0.051 | -0.12
`Cc1cccc(NC(=S)NC(=O)C(c2ccccc2)c2ccccc2)n1` is listed as -0.24 | -0.2 | 0.28 | 1
`O=C(CN(C(=O)c1ccc(Cl)cc1Cl)N1C(=O)C2C3C=CC(C3)C2C1=O)c1ccc(F)cc1` (configuration not stated) is listed as 1.6 | -0.19 | 1 | 0.0016

These rows are one share of the data; count on the stated rates, not on these rows.
